Tau ThT inhib = qHTS for Inhibitors of Tau Fibril Formation, Thioflavin T Binding. recombinant tau K18 P301L, heparin-induced fibrillization, ThT fluorescence. Potency, µM (highest dose often 57.4 µM), without a hit: at the highest dose activity, negative = inhibition, actives largely listed as inhibitors. 270,000 compounds, 2.1% hits; also: % is scaled to controls: 0 for no effect and ±100 for the full control effect; nearly all actives have a fitted effect of over 55% in size
Target sequence (P10636 561-689 P618L limits assumed): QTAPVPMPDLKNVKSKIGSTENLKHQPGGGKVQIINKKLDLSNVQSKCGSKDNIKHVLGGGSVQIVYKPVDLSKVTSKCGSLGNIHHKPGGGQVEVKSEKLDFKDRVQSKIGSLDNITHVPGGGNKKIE
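Using a mix of unlabeled (15 uM) and Alexa 594-labeled (0.24 uM) tau K18 P301L, heparin-triggered fibrillization over 6 hr at 37 C was scored by ThT fluorescence.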
L3MBTL1 inh = qHTS Assay for the Inhibitors of L3MBTL1. Lethal(3)malignant brain tumor-like protein 1 (Homo sapiens), Q9Y468. AlphaScreen L3MBTL1–H3K9me1 peptide binding. 230,000 compounds, 0.66% hits. Potency, µM (highest dose often 57.1 µM), for the others: at the highest dose activity, negative = inhibition, actives largely listed as inhibitors; also: % is scaled to controls: 0 for no effect and ±100 for the full control effect; nearly all actives have a fitted effect of over 60% in size
Target sequence (Q9Y468 whole entry, looked up): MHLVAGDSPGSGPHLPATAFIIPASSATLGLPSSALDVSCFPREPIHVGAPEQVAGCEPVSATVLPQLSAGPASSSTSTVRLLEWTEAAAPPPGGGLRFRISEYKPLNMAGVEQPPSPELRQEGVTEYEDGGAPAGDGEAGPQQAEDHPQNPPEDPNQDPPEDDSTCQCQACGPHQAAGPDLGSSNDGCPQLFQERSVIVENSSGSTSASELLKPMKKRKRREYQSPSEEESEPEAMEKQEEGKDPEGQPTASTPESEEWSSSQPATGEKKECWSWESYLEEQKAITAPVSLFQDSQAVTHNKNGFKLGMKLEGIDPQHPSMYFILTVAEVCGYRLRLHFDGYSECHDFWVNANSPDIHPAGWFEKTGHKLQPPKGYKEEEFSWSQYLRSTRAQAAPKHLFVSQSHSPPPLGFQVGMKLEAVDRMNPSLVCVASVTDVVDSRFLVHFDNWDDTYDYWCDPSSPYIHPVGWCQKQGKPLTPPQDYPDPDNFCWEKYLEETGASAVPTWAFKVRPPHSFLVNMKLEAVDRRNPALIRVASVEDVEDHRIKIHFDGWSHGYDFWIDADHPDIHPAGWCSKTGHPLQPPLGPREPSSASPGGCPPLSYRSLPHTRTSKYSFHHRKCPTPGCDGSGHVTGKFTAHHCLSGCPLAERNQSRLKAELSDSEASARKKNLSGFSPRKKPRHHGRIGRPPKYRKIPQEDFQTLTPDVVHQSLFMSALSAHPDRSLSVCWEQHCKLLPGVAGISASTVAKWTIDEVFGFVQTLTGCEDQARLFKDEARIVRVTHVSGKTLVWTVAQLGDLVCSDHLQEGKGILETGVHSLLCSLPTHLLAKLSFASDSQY
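Read-out is AlphaScreen signal from streptavidin donor and nickel chelate acceptor beads (10 ug/mL final each) bridging L3MBTL1 (50 nM) and biotinylated K9-monomethylated H3(1-15) peptide (75 nM), after 30 min compound exposure at room temperature.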
TRb SRC2 PPI = qHTS for Inhibitors of the Interaction of Thyroid Hormone Receptor and Steroid Receptor Coregulator 2; TRbeta-SRC2 peptide binding, fluorescence polarization; receptor liganded with 1 µM T3; Potency, µM (series often up to 106 µM), for inactives: at the top dose activity change, negative = inhibition, usual class: inhibitors; 280,000 compounds, 0.065% hits;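 also: plate controls were bound peptide for no effect and peptide without receptor for full effect; nearly all actives have a fitted effect of over 50% in size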
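Quantitative HTS by FP: 0.6 uM TRb LBD, 20 nM labeled SRC2 20-mer, 1 uM T3, 5% DMSO; 5 hr ambient incubation; % activity per concentration and potencies from concentration series.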
HTT ATP protect = qHTS Multiplex Assay to Identify Dual Action Probes in a Cell Model of Huntington: Cytoprotection (ATP). AID 1471, 2008. 230,000 compounds, 0.14% hits. Potency, µM (series often up to 56.4 µM), for inactives: cytoprotection (ATP increase), actives largely listed as activators. PC12 HTT-Q103 induced, cytoprotection, ATP luminescence, 40 h;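 also: % of control where 0% means no effect; nearly all actives have a fitted effect of over 45% in size; toxic huntingtin expression switched on by the ecdysone agonist tebufenozide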
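PC12 cells stably carrying ecdysone-inducible Htt exon 1 (Q103)–GFP were induced with 100 nM tebufenozide (final) alongside library compounds in a dose series. Cytoprotection was scored as retained ATP by ATPlite luminescence.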
TexasRed fluor = Total Fluorescence Counterscreen for Inhibitors of the Interaction of Thyroid Hormone Receptor and Steroid Receptor Coregulator 2; TRb/SRC2 Texas Red total fluorescence interference; Potency, µM (doses to about 106 µM), for the others: at the top dose fluorescence change, negative = quenching; 280,000 compounds, 0.29% hits; AID 1479, 2009; active = well fitted curve in either direction with a large enough effect; inconclusive = small, poorly fitted or top-dose-only effect; also: % is scaled to controls: 0 for no effect and ±100 for the full control effect
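Human TRβ ligand-binding domain (0.6 uM) and Texas Red SRC2 peptide (20 nM) in Tris buffer with 1 uM T3 and 5% DMSO were incubated with pinned compound for 5 hr at ambient temperature. Total fluorescence was computed as S + 2P (555/632 nm).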
RECQ1 inh = qHTS Assay for Inhibitors of RecQ-Like Dna Helicase 1 (RECQ1); 240,000 compounds, 0.54% hits; Potency, µM (highest dose often 57.3 µM), inactives show at the top dose activity, negative = inhibition, actives largely listed as inhibitors; RECQ1 DNA unwinding, red fluorescence kinetic read; AID 2549, 2010;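 also: plate controls were vehicle for no effect and no enzyme for full effect; nearly all actives have a fitted effect of over 30% in size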
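50 nM RECQ1T1 preincubated 15 min with compound in Tris pH 8.0 buffer with MgCl2, DTT, Tween-20 and 2.5 ug/ml poly(dI-dC); started with 200 nM TAMRA/BHQ-2 forked duplex and 2 mM ATP. Unwinding read as fluorescence (525/598 nm), two reads 2 h apart.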
Tau fibril FP = qHTS for Inhibitors of Tau Fibril Formation, Fluorescence Polarization; Microtubule-associated protein tau (Homo sapiens), P10636; K18 P301L tau heparin fibrillization, Alexa594 FP, 6 h; Potency, µM (titrated, usually from 57.7 µM), for inactives: at the highest dose activity, negative = inhibition, hits mostly inhibitors; 280,000 compounds, 0.39% hits; AID 1468, 2008; also: % is scaled to controls: 0 for no effect and ±100 for the full control effect; nearly all actives have a fitted effect of over 55% in size
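Steps: dispense K18 P301L tau (15 uM plus 0.24 uM Alexa 594 tracer, final) in pH 7 sodium acetate; add compound; add heparin (20 uM final); incubate 6 hr, 37 C; add ThT (30 uM final); after 1 hr ambient, read FP.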
Tau fluor cs = Counterscreen qHTS for Inhibitors of Tau Fibril Formation, Fluorescence Polarization. tau K18 P301L (four-repeat tau fragment) Alexa594 fluorescence, heparin fibrillization. Potency, µM (doses to about 57.7 µM), without a hit: at the top dose activity change, negative = decrease. 280,000 compounds, 0.93% hits; also: % is scaled to controls: 0 for no effect and ±100 for the full control effect; nearly all actives have a fitted effect of over 55% in size
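Human K18 P301L tau (15 uM unlabeled plus 0.24 uM Alexa 594-labeled, final) in 100 mM sodium acetate pH 7 was mixed with compound and 20 uM heparin and incubated 6 hr at 37 C.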
The depositor's hits bear a star; i = inactive; ? = inconclusive; . = no result given; & = joins results of further samples; [ ] = remark or other dose. Unless noted, calls follow the shape of the dose curve; as a rule, active = well fitted curve in the direction sought with a large enough effect; inconclusive = small, poorly fitted or top-dose-only effect, or another doubt; inactive = no such curve, though single readings can be large; an effect the other way counts as inactive or inconclusive. Potency is read from the fitted curve at half-maximal effect.

[1] COc1ccc(Cl)cc1NS(=O)(=O)c1c(C)nc2scc(C)n2c1=O
[2] COCCN1C(=O)C(=O)/C(=C(/O)c2ccc(S(=O)(=O)N3CCOCC3)cc2)C1c1ccc(O)cc1 (centres undefined)
[3] N#C/C(=N\Nc1ccccc1)C(N)=S
[4] Cc1cc(C)c(C)c(/C=C(/C#N)C(N)=S)c1C
[5] Cc1ccc(NC(=O)C(=O)NN=C2CCCC2)cc1C
[6] CCC1=C2CC[C@H]3C(=O)N(CC)C(=O)[C@H]3[C@H]2[C@@]2(Cc3ccccc3)C(=NCc3ccccc3)OC(=O)N2C1=O
[7] COc1ccc(OC)c(NC(=O)c2oc3c(c2C)-c2nn(Cc4ccc(Cl)cc4)cc2CC3)c1
[8] O=C(CCCN1C(=O)c2cccnc2C1=O)Nc1ccc(Br)cc1

assay / entry | 1 | 2 | 3 | 4 | 5 | 6 | 7 | 8
Tau ThT inhib | -3% | -4% | ? | -14% | -18% | -13%&0% | -7% | 3%
L3MBTL1 inh | . | 2% | -11% | -5% | 0% | . | . | -23%
TRb SRC2 PPI | -7% | -6% | 1% | -23% | 9%[53 µM] | 4%&5% | 4% | -3%
HTT ATP protect | . | 1%[10 µM] | 4%[10 µM] | 11% | 1%[10 µM] | -2% | . | -16%[10 µM]
TexasRed fluor | -3% | -1% | -4% | 0% | -1%[53 µM] | -3%&0% | 7% | -1%
RECQ1 inh | . | 0% | -2% | i | i | i | . | -3%
Tau fibril FP | -7% | -9% | -1% | -7% | -6% | 6%&8% | -5% | 6%
Tau fluor cs | -28% | -9% | -23% | -15% | -3% | -10%&10% | -22% | 4%

[9] COc1ccc(-c2nc(C)c(CCNC(=O)c3ccc(C(F)(F)F)cc3)s2)cc1OC
[10] Cc1ccc(CNc2ccc(-c3nc(-c4ccccn4)no3)cc2[N+](=O)[O-])cc1
[11] COc1ccc(Br)c(C(=O)N2CCN(S(=O)(=O)/C=C/c3ccccc3)CC2)c1
[12] Cc1ccc2cc(CN(CC3CCCO3)C(=S)NCc3ccco3)c(=O)[nH]c2c1 (centres undefined)
[13] Cc1ccc(NC(=O)CN2CCC(C(=O)c3ccc4c(c3)OCCO4)CC2)cc1
[14] CN(C)c1ccc(/C=N/N(Cc2ccccc2)c2ccccc2)cc1
[15] Cc1nc(NCc2ccco2)c(C#N)c2c1COC(C)(C)C2
[16] COc1ccc(OCC(=O)Nc2ccc(N3CCOCC3)c(Cl)c2)cc1

assay / entry | 9 | 10 | 11 | 12 | 13 | 14 | 15 | 16
Tau ThT inhib | ? | 9% | 2% | ? | -17% | 11% | -17% | ?
L3MBTL1 inh | . | . | 0% | -28% | . | -8% | 2% | 5%
TRb SRC2 PPI | 0% | 0% | 6% | 1% | -3% | -3% | -5% | -1%
HTT ATP protect | . | . | . | -12%[10 µM] | 1% | -10%[10 µM] | -14% | -36%
TexasRed fluor | 0% | 1% | -2% | -1% | -6% | -1% | 0% | -3%
RECQ1 inh | . | . | 6% | -2% | -7% | 2% | -11% | -3%
Tau fibril FP | -13% | 1% | 7% | -9% | -3% | 8% | 4% | 5%
Tau fluor cs | -20% | -1% | 1% | -30% | -18% | 6% | -13% | -21%

[17] Nc1nc(C2CCCCC2)cs1
[18] CCOCCCNC(=O)Cn1cc2c(n1)CCCCC2
[19] CN(/N=C/c1ccccc1Cl)c1ncc(Cl)cc1C(F)(F)F
[20] CCOc1ccc(S(=O)(=O)NCCC(=O)OCC(=O)Nc2cc(C)on2)cc1
[21] COc1ccc(-n2c(=O)[nH]c3cc(C(=O)NCCc4ccccc4)ccc3c2=O)cc1OC
[22] CCn1c(=O)cc(SCC(=O)N2CCN(c3ccccc3F)CC2)c2ccccc21
[23] COc1ccc(C(C)=O)cc1CSc1nnc(Nc2c(C)cccc2C)s1
[24] COc1ccc(/C=N/NC(=O)CSCC(=O)Nc2ccccc2)cc1

assay / entry | 17 | 18 | 19 | 20 | 21 | 22 | 23 | 24
Tau ThT inhib | -3% | -5% | -14% | . | -17% | ? | -11% | -11%
L3MBTL1 inh | . | 1% | 42%[activator] | . | . | -10% | -5% | 2%
TRb SRC2 PPI | 13% | -6% | 1% | 3% | -3% | 2%&6% | -1% | -8%
HTT ATP protect | -14%[10 µM] | 1% | 9%[10 µM] | 26%[10 µM] | . | -58%[inhibitor] | 0%[0.074 µM] | 12%[10 µM]
TexasRed fluor | 1% | 1% | -2% | -4% | -3% | 0%&1% | 0% | -3%
RECQ1 inh | 0% | i | i | -13% | . | -2% | -8% | -2%
Tau fibril FP | 2% | 2% | 0% | -1% | -7% | 0%&1% | 0% | -5%
Tau fluor cs | -10% | -3% | -13% | ? | -24% | -10%&-5% | 3% | -11%

[25] Cc1cccc(N2CCN(C(=O)c3ccc4c(c3)c(C)c(C)n4C)CC2)c1C
[26] Cc1cc([N+](=O)[O-])nn1CCCC(=O)Nc1cccc(Cl)c1Cl
[27] N=C1N(/N=C/c2ccccc2)C(=Nc2ccccc2)C(=S)N1c1ccccc1
[28] COc1ccccc1-c1c(C)nn2c(N3CCC(C)CC3)cc(C)nc12
[29] CCN1CC=C2C(C#N)=C(N)C(C#N)(C#N)C(c3cc(Cl)ccc3Cl)C2C1 (centres undefined)
[30] CCc1ccccc1NC(=O)Nc1c(C)n(C)n(-c2ccccc2)c1=O
[31] CCCCn1c(SCC(=O)c2ccccc2)nc2ccsc2c1=O
[32] Cc1ccc(S(=O)(=O)NC(=O)NCc2ccccc2)cc1

assay / entry | 25 | 26 | 27 | 28 | 29 | 30 | 31 | 32
Tau ThT inhib | -14% | -8% | ? | . | 13µM* | -1% | -1% | -5%
L3MBTL1 inh | . | -1% | -2% | . | -7% | . | 19% | .
TRb SRC2 PPI | 0% | -1% | -3% | 3% | -14% | -12% | -9% | 1%
HTT ATP protect | . | -5% | 1%[10 µM] | -13%[10 µM] | -29%[10 µM] | . | 11%[10 µM] | 9%[10 µM]
TexasRed fluor | -1% | -1% | -2% | -2% | 9% | -2% | -3% | 4%
RECQ1 inh | . | -7% | i | -7% | -2% | . | i | i
Tau fibril FP | -5% | -10% | ? | 7% | ? | -9% | -1% | 4%
Tau fluor cs | -7% | -7% | -24% | -16% | -25% | -4% | -20% | -7%

One compound at a time (already shown). Values in the order: Tau ThT inhib	L3MBTL1 inh	TRb SRC2 PPI	HTT ATP protect	TexasRed fluor	RECQ1 inh	Tau fibril FP	Tau fluor cs
Cc1cc([N+](=O)[O-])nn1CCCC(=O)Nc1cccc(Cl)c1Cl as listed: -8%	-1%	-1%	-5%	-1%	-7%	-10%	-7%
CCc1ccccc1NC(=O)Nc1c(C)n(C)n(-c2ccccc2)c1=O as listed: -1%	.	-12%	.	-2%	.	-9%	-4%
CCCCn1c(SCC(=O)c2ccccc2)nc2ccsc2c1=O as listed: -1%	19%	-9%	11%[10 µM]	-3%	i	-1%	-20%

Continued.
[33] CNC(=O)C(=O)NCC(c1ccc2c(c1)OCO2)N1CCOCC1 (centres undefined)
[34] Cc1c(O)ccc2c(CN3CCN(CCO)CC3)cc(=O)oc12
[35] Cc1cc(N2CCN(C)CC2)nc2ccc(NC(=O)Nc3ccccc3Br)cc12
[36] Cc1ccc(C)c(N(C)S(=O)(=O)c2ccc3[nH]cc(C(=O)NCCN4CCOCC4)c(=O)c3c2)c1
[37] S=C(Nc1cccc2ccccc12)NC1CCCCC1
[38] O=C(Nc1ccc2ccccc2c1)[C@@H]1C[C@H]1[C@@H](NP(=O)(c1ccccc1)c1ccccc1)c1ccccc1
[39] CC(=O)NN1C(=O)/C(=C/c2ccc(Br)o2)SC1=S
[40] COc1ccc(-c2c(C)nn3c(C(F)(F)F)cc(-c4ccccc4)nc23)cc1OC

assay / entry | 33 | 34 | 35 | 36 | 37 | 38 | 39 | 40
Tau ThT inhib | -7% | -7% | 13µM* | 2% | -14% | 8%&-2% | 16µM* | ?
L3MBTL1 inh | . | 2% | . | -2% | -17% | -13% | . | .
TRb SRC2 PPI | 2% | -1% | 1% | -6% | 0% | 2%&6% | 22% | -5%
HTT ATP protect | . | . | . | . | 4%[10 µM] | -42%[inhibitor] | 7% | .
TexasRed fluor | 4% | -5% | -3% | 0% | -1% | -3%&6% | 17% | -29%
RECQ1 inh | . | -7% | . | -1% | i | 1%&-10% | ? | .
Tau fibril FP | -9% | -3% | ? | -8% | 2% | -6%&-10% | ? | 9%
Tau fluor cs | -4% | -8% | 13µM*[quencher] | -19% | -22% | 9%&-15% | ? | -25%

[41] O=C(Nc1ccc(S(=O)(=O)N2CCCCC2)cc1)c1ccc(CN2CCOCC2)cc1
[42] Cc1ccc(-c2nc(C)sc2CC(=O)Nc2cccc(C)c2C)cc1
[43] CC(=O)c1ccc(N2CCN(C(=O)c3ccc(NC(=O)C4CCCO4)cc3)CC2)cc1 (centres undefined)
[44] CC(C)(C)C(=O)Nc1ccc2nc(SCCOc3ccccc3Cl)sc2c1
[45] COc1ccc(-n2c(CNC(=O)COc3ccc(Cl)cc3Cl)n[nH]c2=S)cc1

assay / entry | 41 | 42 | 43 | 44 | 45
Tau ThT inhib | 1% | -8% | -18% | -13% | -5%
L3MBTL1 inh | -9% | -1% | 0% | . | .
TRb SRC2 PPI | -3% | -7% | 0% | 5% | -9%
HTT ATP protect | 39%[10 µM] | 3%[10 µM] | 20%[1.9 µM] | . | 7%
TexasRed fluor | 0% | 3% | -1% | 10% | 1%
RECQ1 inh | 1% | -4% | 0% | . | i
Tau fibril FP | -4% | 0% | 3% | ? | 1%
Tau fluor cs | -18% | -9% | 0% | -24% | -9%

Screening results as filed in PubChem BioAssay.

The list is partial, so the mix of outcomes need not match the whole.
